# Giardia FBPA inh: inhibitors of Giardia lamblia fructose-1,6-bisphosphate aldolase | A8B2U2 | purified Giardia FBPA | Potency, µM (series often up to 59.6 µM), without a hit: at the top dose activity, negative = inhibition, hits mostly inhibitors | hit rate 0.71% among 290,000; also: potency is read from the fitted curve at half-maximal effect; nearly all actives have a fitted effect of over 55% in size
# Target sequence (A8B2U2 whole entry, looked up): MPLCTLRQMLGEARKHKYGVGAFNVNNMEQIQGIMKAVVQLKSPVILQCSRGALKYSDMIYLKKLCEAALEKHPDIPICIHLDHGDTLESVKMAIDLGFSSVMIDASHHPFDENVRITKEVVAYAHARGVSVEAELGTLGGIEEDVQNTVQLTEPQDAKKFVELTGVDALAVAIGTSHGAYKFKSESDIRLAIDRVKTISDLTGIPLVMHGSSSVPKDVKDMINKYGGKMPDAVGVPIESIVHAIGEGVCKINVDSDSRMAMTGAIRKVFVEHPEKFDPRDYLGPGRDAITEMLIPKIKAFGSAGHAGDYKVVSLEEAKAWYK
#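 40 nM FBPA preincubated 10 min at RT with compound (up to 57.5 uM final), then substrate plus GAPDH/TPI/NAD/arsenate coupling and diaphorase/resazurin added. Fluorescence read after 20 min at RT, 525/598 nm.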
# Sm TGR inh: inhibitors of Schistosoma mansoni thioredoxin glutathione reductase | Q962Y6 | purified TGR, DTNB reduction, TNB absorbance 405 nm | Potency, µM (doses to about 114 µM), inactives show at the top dose activity change, negative = inhibition, most hits filed as inhibitors | hit rate 3% among 360,000 | AID 485364; also: potency is read from the fitted curve at half-maximal effect; nearly all actives have a fitted effect of over 60% in size
#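 Kinetic colorimetric format: TGR-catalysed, NADPH-driven DTNB reduction monitored via TNB absorbance. Enzyme dispensed at 20 nM; compound exposure 15 min at room temperature before reaction start.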
# HCMV inh: blocks human cytomegalovirus replication | HFF cells, HCMV-luciferase reporter, 72 h; active compounds read low | activity change, negative = inhibition, % at 57.5 µM | AID 1259415 | hit rate 4.5% among 410,000; in the data active = activity change below about -60%; inconclusive = no clear call, values can overlap the other calls; inactive = above about -39%
#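 Human foreskin fibroblasts infected with luciferase-reporter HCMV at MOI 1 PFU/cell, compounds at two doses. Luciferase measured 72 h post infection; normalized to buffer-only basal and Salinomycin (10uM) controls.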
# AMA1 RON2 block: inhibitors of Plasmodium falciparum AMA1-RON2 interaction | AlphaScreen AMA1-biotinylated RON2 peptide binding | hit rate 0.2% among 360,000 | Potency, µM (top dose mostly 58.2 µM), for the others: at the top dose activity change, negative = inhibition, most hits filed as inhibitors;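 also: potency is read from the fitted curve at half-maximal effect; 0% = vehicle wells and -100% = peptide control; nearly all actives have a fitted effect of over 45% in size; some results filed as inactive show a strong effect at the top dose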
#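 AMA1 (3D7) with his tag at 25 nM final met compounds first, then biotinylated RON2 peptide at 25 nM; detection used donor plus acceptor beads, 10 µg/mL apiece, read by AlphaScreen after 30 min at room temperature.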
# HCV inh: HCV inhibition. hit rate 3.4% among 340,000. Potency, µM (doses to about 41.8 µM), without a hit: at the top dose activity change, negative = inhibition, usual class: inhibitors. Huh7.5.1 HCVcc-Cre infection, luciferase reporter, 44 h; also: potency is read from the fitted curve at half-maximal effect
#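 Infectious HCV cell culture screen: compound-treated cells (1,000/well, pre-plated 4 h) are infected with HCVcc-Cre at roughly 0.5 moi and grown 44 h. Infection is quantified by luciferase signal after 15 min substrate incubation at room temperature.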
# AmpC inh detg: AmpC beta-lactamase inhibition with detergent present; P00811; AmpC hydrolysis of nitrocefin, absorbance 480 nm, 0.01% Triton; Potency, µM (top dose mostly 114 µM), for inactives: at the top dose activity change, negative = inhibition, usual class: inhibitors; hit rate 0.041% among 370,000; AID 485294;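 also: potency is read from the fitted curve at half-maximal effect; 0% = no-compound wells and -100% = no-enzyme wells; nearly all actives have a fitted effect of over 25% in size; some results filed as inactive show a strong effect at the top dose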
# Target sequence (P00811 whole entry, looked up): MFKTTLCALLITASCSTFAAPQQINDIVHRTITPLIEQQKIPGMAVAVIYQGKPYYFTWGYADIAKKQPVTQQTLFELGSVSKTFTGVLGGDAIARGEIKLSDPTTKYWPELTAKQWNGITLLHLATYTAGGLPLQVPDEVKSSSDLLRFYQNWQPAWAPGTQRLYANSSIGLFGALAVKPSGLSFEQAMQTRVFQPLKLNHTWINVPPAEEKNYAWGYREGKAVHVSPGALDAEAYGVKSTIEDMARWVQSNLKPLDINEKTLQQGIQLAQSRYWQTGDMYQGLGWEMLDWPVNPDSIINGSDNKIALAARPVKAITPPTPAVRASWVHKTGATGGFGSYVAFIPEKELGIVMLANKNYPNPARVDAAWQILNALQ
#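 20 mM phosphate pH 7.0 + 0.01% (detergent screen) or 0.0001% Triton X-100; 5.3 nM AmpC reagent; cpd preinc 15 min RT; nitrocefin (800 uM stock) to start; A480 q20 s × 4 min; Activity was normalised to no-enzyme and no-compound control wells.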
# * = called active by the depositor; ? = inconclusive; nt = not tested or not shown; [ ] = remark or other dose. Unless noted, calls follow the shape of the dose curve; as a rule, active = well fitted curve in the direction sought with a large enough effect; inconclusive = small, poorly fitted or top-dose-only effect, or another doubt; inactive = no such curve, though single readings can be large; an effect the other way counts as inactive or inconclusive. Unless noted, % is scaled to controls: 0 for no effect and ±100 for the full control effect.
canonical_smiles	Giardia FBPA inh	Sm TGR inh	HCMV inh	AMA1 RON2 block	HCV inh	AmpC inh detg
CCc1ccc(OCC(O)CNC(C)(C)C)cc1 (configuration not stated)	5%	0%	-2	-9%	?	-11%
CCn1c(CC(=O)Nc2ccccc2F)nnc1SCC(=O)N1CCOCC1	-3%	-11%	65	11%	nt	4%
O=C(NCc1cccc(Cl)c1)c1ccc2c(c1)OCO2	-2%	4%	11	-2%	?	1%
S=C(NCc1ccccc1)NCc1ccco1	1%	?	24	20%	9%	?
Cc1cc(C)c2c(CN3CCN(Cc4ccccc4)CC3)cc(=O)oc2c1	?	0%	-62*	-5%	?	?
COC(=O)C1=C(C)NC(=O)NC1c1ccc([N+](=O)[O-])o1 (configuration not stated)	-1%	?	?	9%	16%	-1%
CCOC(=O)c1c(NC(=O)CN(C)C)sc(C(=O)N(CC)CC)c1C	?	-28%	-13	54%[activator]	?	-2%
CCC(C(=O)NC1CCCCCC1)n1nc(C)c2c(C)n(-c3ccccc3)nc2c1=O (configuration not stated)	nt	-3%	-40	14%	?	1%
Cc1ccc(N2CC(NC(=O)C3CCCCC3)CC2=O)cc1 (configuration not stated)	nt	9%	52	nt	nt	0%
CN1CCCC(C(=O)c2ccc(-c3ccccc3)cc2)C1 (configuration not stated)	9%	-9%	-11	-4%	-13%	?
COc1ccc(S(=O)(=O)N2CCCC(C(=O)Nc3cccc(C(C)=O)c3)C2)cc1 (configuration not stated)	-8%	-9%	-66*	4%	?	?
CC(=O)c1ccc(-c2c(C)cc3oc(=O)cc(-c4ccccc4)c3c2C)cc1	5%[89.2 µM]	nt	-35	-17%	?	nt
COc1cccc(C2CC(c3c(-c4ccccc4)c4cc(Cl)ccc4[nH]c3=O)=NN2S(C)(=O)=O)c1OC (configuration not stated)	-5%	?	-6	-4%	11µM*	4%
O=C(COC(=O)c1cccnc1Cl)NCCc1ccccc1	nt	-8%	-13	-2%	17%	2%
COc1ccc(CCC(=O)OCC(=O)c2ccc(C)cc2)cc1	4%	-1%	29	30%[activator]	5%	-3%
COc1cccc(/C(C)=N/NC(=O)Cc2c(C)[nH][nH]c2=O)c1	-1%	-14%	24	-4%	11%	1%

# Results in HCMV inh and AmpC inh detg (3 entries from above):
molecule	HCMV inh	AmpC inh detg
S=C(NCc1ccccc1)NCc1ccco1	24	?
CCn1c(CC(=O)Nc2ccccc2F)nnc1SCC(=O)N1CCOCC1	65	4%
COC(=O)C1=C(C)NC(=O)NC1c1ccc([N+](=O)[O-])o1 (configuration not stated)	?	-1%

# Compounds listed so far that have a furan ring, fused or not, in the order listed:
canonical_smiles	Giardia FBPA inh	Sm TGR inh	HCMV inh	AMA1 RON2 block	HCV inh	AmpC inh detg
S=C(NCc1ccccc1)NCc1ccco1	1%	?	24	20%	9%	?
COC(=O)C1=C(C)NC(=O)NC1c1ccc([N+](=O)[O-])o1 (configuration not stated)	-1%	?	?	9%	16%	-1%

# Carrying on.
canonical_smiles	Giardia FBPA inh	Sm TGR inh	HCMV inh	AMA1 RON2 block	HCV inh	AmpC inh detg
CCOC(=O)C1=C(C)NC(=O)CC1c1cc2c(cc1Br)OCO2 (configuration not stated)	-3%	-21%	-40	0%	9%	-9%
CCCc1nc2sc3c(N4CCC(C)CC4)ncnc3c2c2c1CCCC2	nt	4%	7	nt	nt	19%
COc1cccc(NC(=O)N2CCC(NC(=O)C(Cc3ccccc3F)NC(C)=O)CC2)c1 (configuration not stated)	nt	-4%	-27	-3%	-2%	4%
CCCc1nc2oc3c(NCCN4CCOCC4)ncnc3c2c2c1CCCC2	-4%	-14%	71	5%	?	-11%
COC(=O)CSc1cc(C)nc(NC(C)=O)n1	2%	0%	17	6%	-2%	?
Cc1cccc(C)c1NC(=O)Cn1nc(-c2ccc(Cl)s2)ccc1=O	nt	-10%	-38	-4%	?	-1%
O=S(=O)(NCc1ccc(Cl)cc1)NCc1ccc(Cl)cc1	4%	-4%	6	-2%	6%	2%
O=C(NCCCN1CCN(c2ccc(F)cc2)CC1)c1cc2c(s1)-c1ccccc1OC2	nt	4%	-2	nt	nt	9%
CC1(C)NC(=O)N(CC(O)COc2cc3ccccc3cc2C(=O)N2CCCCC2)C1=O (configuration not stated)	-2%	7%	8	7%	14%	4%
CN(Cc1cnn(C)c1)C(=O)C1CCC(=O)N(Cc2cccc(C(F)(F)F)c2)C1 (configuration not stated)	nt	2%	3	11%	15%	3%
COc1ccc(Br)cc1CN(C)C(=O)Cc1ccc(OC)c(S(=O)(=O)N2CCOCC2)c1	nt	-2%	4	-4%	?	-1%
Cc1cc2nccnc2cc1C	nt	nt	-7	-3%	12%	nt
COC(=O)CSc1ccc2nnc(-c3ccc(OC)c(OC)c3)n2n1	1%	-7%	25	0%	4%	?
COc1ccc(CCN(C)C2CCCN(S(=O)(=O)N(C)C)C2)cc1OC (configuration not stated)	nt	nt	15	-4%	-1%	nt
Cc1cc(N)n(-c2ccccn2)n1	1%	16%	54	42%[activator]	-8%	9%
COc1ccc(S(=O)(=O)c2snnc2C)cc1	4%	0%	?	-8%	8%	-11%
C#CCn1cccc(C(=O)Nc2ccc(OC)cc2)c1=O	-5%	-7%	38	-3%	-16%	2%
CCOC(=O)c1c(NC(=O)C2C3C=CC(CC3)C2C(=O)O)sc(C)c1CC (configuration not stated)	24%	-9%	-7	-8%[2.32 µM]	5%	-12%
Cc1cc(C)c(S(=O)(=O)NCCc2ccncc2)c(C)c1	7%	4%	-29	3%	-3%	0%
O=C(Cn1cnc2c(cnn2-c2ccccc2)c1=O)NCCc1ccccc1	2%	-1%	-23	5%	-6%	-5%
Cc1cc(C)n2nc(CC(=O)NNC(=O)COc3cccc(C)c3C)nc2n1	nt	2%	-38	43%[activator]	20%	1%
COc1ccc([N+](=O)[O-])cc1NC(=O)CSc1ccc2ccccc2c1	-11%	-20%	?	-19%	?	?
COC(=O)N/N=C/c1ccc(-c2ccccc2Cl)o1	-8%	-16%	62	-1%	-14%	5%
CC(=O)C1(O)C(C)CC2C3CC=C4CC(O)CCC4(C)C3CCC21C (configuration not stated)	nt	nt	-9	0%	14%	nt
Cc1nc2c(c(C)c1CCC(=O)NCc1ccccc1)c(=O)n(C)c(=O)n2C	nt	-2%	2	nt	nt	-13%
O=C(CCC(=O)Nc1ccccc1)NNC(=O)c1cccs1	4%	9%	12	82%[activator]	28%	-12%
CCOc1ccccc1N1CCN(C(=O)c2cccc(-c3ccc(O)cc3)c2)CC1	0%	-1%[11.4 µM]	7	-9%	?	-1%
COc1ccc(Cl)cc1C(=O)NNC(=O)c1n[nH]c2ccccc12	nt	-1%	?	80%[activator]	15%	?
Cc1ccccc1NC(=O)c1cccc(NC(=O)CCC(=O)O)c1	1%	2%	21	5%	-13%	-5%
O=S(=O)(c1ccccc1Cl)N1CCC(O)(c2cccnc2)CC1	5%	14%	0	-5%	3%	1%
Cc1ccc(F)c(NC(=O)CCc2ccccc2)c1	3%	-9%	89	3%	-4%	1%
N=c1c2c(-c3ccccc3)c(-c3ccccc3)n(Cc3ccccc3)c2ncn1CCCn1ccnc1	2%	-6%	-74*	-21%	0.5µM*	-3%
COc1ccccc1NS(=O)(=O)c1cc(NC(=O)c2ccc3c(c2)OCCO3)ccc1C	0%	2%	?	-1%	?	-3%
COc1ccc(CNC(=O)C2CCN(S(=O)(=O)c3c(C)noc3/C=C/N(C)C)CC2)cc1	nt	1%	nt	0%	5%	-1%
Nc1ccccc1C(=O)NCc1ccc(Cl)cc1	-3%	-10%	10	2%	4%	-6%
O=C(NC1CCCC1)C(c1ccncc1)N(Cc1ccccc1)C(=O)Cc1cccs1 (configuration not stated)	5%	-26%	-17	3%	7%	2%
CCc1ccc(OCC(=O)N(C)CCC#N)c(Br)c1	-1%	-2%	3	7%	4%	-4%
COc1ccccc1NC(=S)Nc1cccc(F)c1	-2%	57%[activator]	?	0%	?	-4%
COc1ccccc1-c1cc(C(F)(F)F)nc(S(=O)(=O)CCCC(=O)N2CCCCC2C)n1 (configuration not stated)	0%	22µM*	14	3%	?	-3%
Cc1cscn1	nt	-10%	3	0%	6%	4%
Fc1ccc(CNc2cc(-c3ccccc3)nc3nncn23)cc1	nt	-3%	?	nt	nt	14%
Cc1ccc(N2CCN(C(=O)C3CCC(=O)N(Cc4ccc(Cl)cc4)C3)CC2)c(C)c1 (configuration not stated)	nt	-1%	?	-8%	11µM*	-2%
COc1ccc(S(=O)(=O)N2CCN(C(=O)COc3ccc(C)c(C)c3)CC2)cc1OC	2%	-24%	-9	-4%	?	-10%
Cc1nn(C)cc1S(=O)(=O)N1CCN(c2cccc(Cl)c2)CC1	10%	1%	-9	2%	-3%	5%
COc1ccc([N+](=O)[O-])cc1NC(=O)COC(=O)/C=C/c1ccco1	1%	-21%	26	5%	-19%	-4%
Cc1ccc(S(=O)(=O)N2[C@@H](c3ccc(Cl)cc3)C(C(=O)O)=C[C@H]2CC2CCCC2)cc1	nt	nt	-12	16%	34%[activator][8.37 µM]	nt
CCC(C)[C@H](NC(=O)NCc1ccc(F)cc1)C(=O)O (some centres not stated)	4%	5%	-36	-1%	22%	-1%
c1ccc(C2CSc3ccccc3N2)cc1 (configuration not stated)	-3%	-13%	-2	70%[activator]	19%	-8%
CC(=O)c1c(C(C)=O)c(C)n(-c2nc(-c3ccc(Br)cc3)c(C)s2)c1C	-4%	0%	?	-2%	?	?
CCOc1ccc2c(=O)c(-c3ccc4c(c3)OCCCO4)c(C)oc2c1	-1%	0%	20	0%	?	-5%
CC1Cc2ccccc2N1C(=O)Cn1nc(C(=O)O)c2ccccc2c1=O (configuration not stated)	-5%	-10%	38	-13%	-3%	-10%
CCCC(=O)Nc1nc2ccc(C(=O)OCC)cc2s1	8%	-4%	99	0%	2%	?
Cc1cccc(NC(=O)COC(=O)c2ccc(S(=O)(=O)N3CCCCCC3)cc2)c1	nt	-4%	-99*	2%	14%	3%
COc1ccc(-c2nn(-c3ccccc3)cc2/C=N/N2C(=O)CSC2=S)cc1	-5%	-5%	-96*	62%[activator]	?	1%
CC(NS(=O)(=O)c1ccc(Br)cc1)C(=O)NCc1ccco1 (configuration not stated)	0%	nt	-73*	13%	?	8%
Cc1ccc2[nH]cc(C(=O)CN3CCN(c4ccccn4)CC3)c2c1	-5%	-33%	33	-1%	-12%	?
CC12C=CC(=O)C=C1C(F)CC1C3CCC(O)(C(=O)CO)C3(C)CC(O)C12F (configuration not stated)	nt	nt	27	38%[activator]	19%	nt
COc1ccccc1CNC(=O)CCc1c(C)nn(-c2ccc(N3CCCCC3)nn2)c1C	nt	0%	-32	nt	nt	23%

# Assay outcomes deposited in PubChem BioAssay by National Center for Advancing Translational Sciences (NCATS).
